Source: PubChem (National Center for Advancing Translational Sciences (NCATS))
B2AR arrestin: recruits beta-arrestin to the human beta2-adrenergic receptor | P07550 | beta-arrestin recruitment to beta2AR, cell-based reporter | Potency, µM (top dose mostly 46.1 µM), for inactives: at the top dose activation, actives largely listed as activators | 330,000 tested, 0.02% active | AID 492947;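 also: potency is read from the fitted curve at half-maximal effect; 0% = DMSO controls and full agonism = EC100 isoproterenol or metaproterenol; nearly all actives have a fitted effect of over 65% in size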
Giardia kill: Giardia lamblia killing | Giardia lamblia trophozoite viability | activity change, % at 7.66 µM, hits read low | 340,000 tested, 0.15% active; in the data active = activity change below about -80%; inconclusive = between about -30% and that limit;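 also: parasites exposed to compound for two days anaerobically before the ATP read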
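Media and compound were dispensed first, then trophozoites at 100 cells/well; plates sat 48 hrs at 37 deg C without oxygen before ATP luminescence reagent was added and read after 15-30 min at room temperature.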
KCNH2 3.1 inh: inhibitors of human KCNH2 3.1 potassium channel isoform; U2OS KCNH2 3.1, thallium flux FluxOr; hits give low values; activity change, % (tested at about 1.8 µM); 340,000 tested, 0.95% active; AID 720553;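 active = maximum activity change below -70%; inconclusive = maximum activity change from -70% to -50%; inactive = maximum activity change above -50%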;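 also: thallium influx rate constant from kinetic fluorescence after stimulation buffer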
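Channel expression came from 3.1 mutant virus (1.77 x 10^8 /mL) applied to suspended U2OS cells for 4 h. Flux was tracked with FluxOr dye plus Red40 quencher, and kinetic rate constants normalized to controls.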
hERG WT inh: blocks the wildtype human KCNH2 potassium channel; Q12809; U2OS, BacMam KCNH2, thallium flux FluxOr; hits give low values; activity change, % at 1.84 µM; 340,000 tested, 0.37% active; AID 720551;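 active = maximum activity change below -70%; inconclusive = maximum activity change between -70% and -50%; inactive = maximum activity change above -50%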
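U2OS cells transduced with wild-type KCNH2 virus are loaded with FluxOr dye for 45 min, and thallium flux is measured in kinetic reads before and after stimulation buffer. Rate constants are normalized to DMSO controls.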
Eya2 inh: blocks the phosphatase activity of human Eya2; O00167; recombinant Eya2, OMFP fluorescence dephosphorylation (OMFP is methylfluorescein phosphate); Potency, µM (series often up to 76.9 µM), for inactives: at the top dose activity, negative = inhibition, usual class: inhibitors; 330,000 tested, 0.006% active; AID 488837; also: potency is read from the fitted curve at half-maximal effect
Target sequence (O00167 whole entry, looked up): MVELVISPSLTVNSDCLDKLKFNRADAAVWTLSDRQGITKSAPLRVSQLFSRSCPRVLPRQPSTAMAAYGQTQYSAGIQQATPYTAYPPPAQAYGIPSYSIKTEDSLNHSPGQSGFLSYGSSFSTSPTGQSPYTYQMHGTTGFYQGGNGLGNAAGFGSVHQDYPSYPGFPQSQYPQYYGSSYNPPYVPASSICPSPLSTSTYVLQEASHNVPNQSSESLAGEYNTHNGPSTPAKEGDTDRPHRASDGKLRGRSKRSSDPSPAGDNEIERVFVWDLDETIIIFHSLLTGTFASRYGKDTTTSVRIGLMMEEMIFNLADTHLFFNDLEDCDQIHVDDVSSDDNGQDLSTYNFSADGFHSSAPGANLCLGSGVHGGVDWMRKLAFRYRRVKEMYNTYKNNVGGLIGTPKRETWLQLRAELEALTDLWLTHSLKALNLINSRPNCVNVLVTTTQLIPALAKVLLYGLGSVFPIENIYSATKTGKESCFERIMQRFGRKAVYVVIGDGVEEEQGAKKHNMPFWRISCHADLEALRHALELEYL
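Eya2 protein (added as 0.2 uM solution) was preincubated with compound for 10 min at ambient temperature in 50 mM HEPES pH 7.5, 50 mM NaCl, 5 uM MgCl2, 0.05% BSA, 1 mM DTT. OMFP (added at 50 uM) then reacted 10 min; fluorescence read at 485/525 nm.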
USP2a inh: USP2a (human) protease inhibition; USP2 core, Ub-CHOP2 coupled fluorogenic reporter, 485/531; Potency, µM (titrated, usually from 38.3 µM), without a hit: at the top dose activity change, negative = inhibition, usual class: inhibitors; O75604; AID 463254; 330,000 tested, 0.01% active;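 also: potency is read from the fitted curve at half-maximal effect; plate controls were DMSO wells for no effect and full inhibition by NEM control for full effect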
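USP2 core (10nM final) preincubated 30min RT with compound in 20mM Tris-HCl pH 8.0, 2mM CaCl2, 2mM beta-mercaptoethanol, 0.05% CHAPS; 25nM Ub-CHOP2 plus 25nM reporter substrate added, fluorescence (Ex485/Em531) read after 60min.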
PKM2 act: activators of human pyruvate kinase M2; P14618; purified PKM2, Kinase-Glo ATP luminescence, activation; response scale: 0% is enzyme alone, no compound; Potency, µM (highest dose often 57.5 µM), inactives show top-dose activation, usual class: activators; 260,000 tested, 0.34% active; AID 1631; also: potency is read from the fitted curve at half-maximal effect; nearly all actives have a fitted effect of over 55% in size
Target sequence (P14618 whole entry, looked up): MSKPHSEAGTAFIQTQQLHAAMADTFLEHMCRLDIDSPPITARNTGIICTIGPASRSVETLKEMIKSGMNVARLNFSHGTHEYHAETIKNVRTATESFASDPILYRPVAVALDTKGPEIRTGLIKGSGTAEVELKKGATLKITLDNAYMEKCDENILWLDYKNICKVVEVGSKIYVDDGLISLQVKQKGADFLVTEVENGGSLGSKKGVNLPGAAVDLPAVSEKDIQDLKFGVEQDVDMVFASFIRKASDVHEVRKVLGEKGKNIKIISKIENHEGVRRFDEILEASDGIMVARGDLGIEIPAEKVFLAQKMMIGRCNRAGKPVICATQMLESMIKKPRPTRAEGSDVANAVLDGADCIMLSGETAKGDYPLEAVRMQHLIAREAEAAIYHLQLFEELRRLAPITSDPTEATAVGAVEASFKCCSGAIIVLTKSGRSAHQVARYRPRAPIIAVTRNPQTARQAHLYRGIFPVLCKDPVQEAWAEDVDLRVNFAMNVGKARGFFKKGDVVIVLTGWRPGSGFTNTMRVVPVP
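ATP formation by purified human PK-M2, quantified via coupled luciferase luminescence after 1 h at room temperature with 0.1 mM ADP and 0.5 mM PEP final.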
GALK inh: inhibitors of human galactokinase; Purified GALK, Kinase-Glo residual ATP luminescence; Potency, µM (titrated, usually from 57.5 µM), without a hit: top-dose activity change, negative = inhibition, actives largely listed as inhibitors; 270,000 tested, 0.007% active; AID 1868; also: potency is read from the fitted curve at half-maximal effect
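Kinase-Glo Plus luminescence measured ATP left after a 1 h room-temperature reaction. The reaction used 5 nM GALK, 100 uM galactose and 35 uM ATP at pH 8.0 (20 mM HEPES, 5 mM MgCl2, 60 mM NaCl, 1 mM DTT, 0.01% BSA).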
Chronic BCR inh: chronic active BCR signaling inhibition | ABC-DLBCL IkBa-CBG/CBR reporter, luminescence ratio, 4 h | Potency, µM (series often up to 46.1 µM), inactives show at the top dose ratio change, negative = lower green/red ratio, most hits filed as inhibitors | 340,000 tested, 0.05% active | AID 493014; active = well fitted inhibition curve with a large enough effect in the signal ratio, with a control signal flat, not every such curve was filed as active; inconclusive = small, poorly fitted or top-dose-only effect, or effect the other way, or a change in a side signal; the % refers to the signal ratio;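 also: potency is read from the fitted curve at half-maximal effect; plate controls were basal doxycycline-induced cells for no effect and cells given 10 µM MG132 for full effect; MG132 reads +100%, hits lower the ratio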
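Cell line TMD8 (human ABC DLBCL), stably expressing tet-inducible CBG68-IkBa fusion and CBR; IMDM/0.5% FBS; cpd up to 46 uM; dox induction, 4 h, 37C/5% CO2; dual luminescence; green/red ratio; MG132 control.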
Coupling enz: counter-screen for Giardia aldolase inhibitors: coupling enzyme system. coupling enzyme system counterscreen, AmpLite Red fluorescence. 290,000 tested, 0.67% active. activity change, negative = inhibition, % at 58.2 µM, hits read low. AID 2472; in the data active = activity change below about -30%
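Coupling enzymes only (glyceraldehyde-3-phosphate) + compound, at 57.5 uM final, 10 min RT; add substrate/coupling/AmpLite Red mix, 20 min RT; fluorescence ex 525/em 598 nm. Actives flag coupling-system interference.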
uPA surface inh: cell surface uPA generation inhibition. cell surface uPA generation assay, qHTS. 330,000 tested, 0.31% active. Potency, µM (top dose mostly 38.3 µM), inactives show at the highest dose activity change, negative = inhibition, hits mostly inhibitors; active = well fitted inhibition curve with a large enough effect; inconclusive = small, poorly fitted or top-dose-only effect; inactive = no such curve, though single readings can be large or run the other way; tested in mouse RAW 264.7 cells; also: potency is read from the fitted curve at half-maximal effect; nearly all actives have a fitted effect of over 55% in size
* = called active by the depositor; ? = inconclusive; · = not tested or not shown; [ ] = dose if it differs, or a comment. Unless noted, calls follow the shape of the dose curve; as a rule, active = well fitted curve in the direction sought with a large enough effect; inconclusive = small, poorly fitted or top-dose-only effect, or another doubt; inactive = no such curve, though single readings can be large; an effect the other way counts as inactive or inconclusive. Unless noted, % is scaled to controls: 0 for no effect and ±100 for the full control effect.

SMILES | B2AR arrestin | Giardia kill | KCNH2 3.1 inh | hERG WT inh | Eya2 inh | USP2a inh | PKM2 act | GALK inh | Chronic BCR inh | Coupling enz | uPA surface inh
COc1ccc(Cc2nc(-c3ccc(Br)o3)no2)cc1OC | -0.3% | 5 | 2 | -2 | 7% | -3% | -1% | 2% | 0% | -4 | -13%
CCOC(=O)/C(=N\Nc1ccccc1Cl)N1CCN(Cc2ccccc2)CC1 | 0.2% | 7 | -16 | 4 | -6% | 0% | -1% | 0% | ? | 2 | 2%
Cc1ccc(NC(=O)CSc2nc(O)cc(=O)n2-c2ccc(C)cc2)cc1 | 0.2% | 27 | 9 | 10 | -4% | ? | · | -4% | 4% | · | 10%
CC(=O)Nc1cccc(C(=O)OCCCOc2ccc(F)cc2)c1 | 0.1% | -15 | -5 | -10 | -10% | 0% | -1% | 5% | -5% | -2 | 5%
N/C(=N/OC(=O)c1ccc(Cl)cc1)c1ncc([N+](=O)[O-])s1 | -0.5% | ? | -13 | 3 | -14% | 1% | -2% | 4% | -5% | 4 | ?
COc1ccc(Nc2nnc(SCC(=O)Nc3ccc4[nH]c(=O)[nH]c4c3)s2)cc1 | 0.2% | 2 | 4 | · | -1% | 0% | -8% | -4% | ? | 1 | ?
O=C1NC(Cc2ccccc2)C(=O)N1Cc1cc([N+](=O)[O-])cc2c1OCOC2 (stereo not given) | 0.0% | ? | 1 | -3 | 10% | 10% | -1% | -3% | -3% | 3 | 0%
CC(=O)N1CCN(S(=O)(=O)c2cccc(C(=O)NC3CCC(C)CC3)c2)CC1 (stereo not given) | -0.1% | -13 | -6 | -1 | -6% | 2% | 0% | -2% | 4% | 1 | -6%
Cc1ccc(NC(=O)CCSc2ccccn2)cc1 | -0.5% | 8 | -3 | -4 | 3% | 3% | -3% | 2% | 7% | -1 | -7%
O=C(NNC(=O)c1cccs1)Nc1cccc(Cl)c1 | -0.1% | 5 | 7 | 8 | -19% | 0% | -3% | 8% | ? | 2 | 1%
Cn1c(/C(C#N)=C/c2ccc(O)cc2)nc2ccccc21 | 0.0% | -28 | 9 | ? | ? | 0% | -5% | 0% | ? | 6 | ?
CC1(C(=O)Nc2ccc(S(=O)(=O)Nc3ncccn3)cc2)CCCC1 | 0.5% | 2 | -8 | 8 | -8% | 0% | · | · | -1% | · | 4%
CC(C)(C)c1nc(Sc2ccc([N+](=O)[O-])cn2)n[nH]1 | -0.4% | -14 | 9 | 0 | -9% | 1% | -1% | -2% | 4% | 0 | 1%
Cc1cccc(C(=O)NNC(=O)c2ccc(O)cc2)c1 | 0.1% | -23 | 18 | -5 | 18% | 0% | 2%[11.5 µM] | -1% | ? | 0 | 1%
O=C1CS/C(=N/N=C/c2c[nH]c3ccccc23)N1 | -0.2% | -14 | 16 | 6 | -21% | -7% | 4% | 0% | 2% | 0 | 7%
CCn1c(=O)cc(SCC(=O)NCCN2CCN(Cc3ccccc3)CC2)c2ccccc21 | -0.2% | 2 | 11 | -2 | 2% | 0% | 0% | -1% | 1% | 0 | -10%
Cc1ccc(C(=O)CCC(=O)Nc2ccccc2C)cc1C | 0.3% | -11 | -2 | -1 | 2% | 0% | 1% | 3% | ? | 1 | 8%
CC12CCC(C(=O)Nc3ccccc3N3CCOCC3)(CC1=O)C2(C)C (stereo not given) | -0.5% | -22 | 3 | -2 | 1% | 2% | -1% | 11% | -1% | 0 | 4%
COc1ccc(NC(=O)C2(S(=O)(=O)c3ccc(C)cc3)CC2)cc1OC | 0.3% | 4 | 20 | -3 | -2% | 2% | · | -1% | 0% | 0 | 1%
COc1ccc(C2=NOC(C(=O)Nc3cccc(O)c3)C2)cc1 (stereo not given) | 0.4% | 12 | 1 | -1 | -8% | 0% | · | 5% | -10% | 3 | -15%
Cc1ccc(NC(=S)NCCc2c[nH]c3ccccc23)c(C)c1 | -0.4% | -1 | -91* | 22 | -3% | 0% | 9% | -1% | 12% | -4 | 13%
CCC(=O)N1CCN(c2ccc(NC(=O)c3ccc([N+](=O)[O-])o3)cc2)CC1 | -0.3% | ? | 9 | -13 | 4% | 3% | -45% | -2% | ? | -7 | -15%
O=C(O)c1cc(NCc2cccs2)ccc1N1CCOCC1 | -0.3% | -5 | -23 | -6 | -9% | 3% | 1% | -1% | 0% | 0 | 4%
Cc1nn(-c2ccccc2)c2nc(C(Cl)(Cl)Cl)[nH]c(=O)c12 | -1.0% | -17 | -5 | -2 | 3% | -1% | 2% | -5% | ? | 2 | -4%

Reprinted from the part before: four entries, then new ones.
SMILES | B2AR arrestin | Giardia kill | KCNH2 3.1 inh | hERG WT inh | Eya2 inh | USP2a inh | PKM2 act | GALK inh | Chronic BCR inh | Coupling enz | uPA surface inh
Cc1ccc(NC(=S)NCCc2c[nH]c3ccccc23)c(C)c1 | -0.4% | -1 | -91* | 22 | -3% | 0% | 9% | -1% | 12% | -4 | 13%
CCC(=O)N1CCN(c2ccc(NC(=O)c3ccc([N+](=O)[O-])o3)cc2)CC1 | -0.3% | ? | 9 | -13 | 4% | 3% | -45% | -2% | ? | -7 | -15%
O=C(O)c1cc(NCc2cccs2)ccc1N1CCOCC1 | -0.3% | -5 | -23 | -6 | -9% | 3% | 1% | -1% | 0% | 0 | 4%
Cc1nn(-c2ccccc2)c2nc(C(Cl)(Cl)Cl)[nH]c(=O)c12 | -1.0% | -17 | -5 | -2 | 3% | -1% | 2% | -5% | ? | 2 | -4%
C=CC[C@@H](CC(=O)N[C@H](CO)Cc1ccccc1)C(=O)N[C@H](C)COC(=O)[C@@H](CC=C)CC(=O)OC(C)(C)C | -0.1% | 6 | · | · | -14% | 3% | · | · | -1% | · | 6%
O=C(c1ccc2c(c1)OCO2)N1CCC2(CC1)Oc1ccc(Cl)cc1C(=O)C21CC(c2ccc(Cl)cc2)=NO1 (stereo not given) | -0.5% | · | · | · | 5% | 9% | -3% | -2% | -1% | -2 | ·
COc1cc(C(=O)NCc2ccco2)c(Br)c(OC)c1OC | 0.3% | -14 | -7 | 8 | 1% | 1% | -2% | -4% | ? | -1 | -5%
CCOC(=O)CNC(=O)c1ccc(Cl)s1 | -0.2% | 13 | 2 | 1 | -2% | 4% | 1% | 1% | 1% | 5 | 1%
Cc1sc2ncnc(-n3nnc4ccccc43)c2c1C | 0.0% | -22 | -22 | · | 13% | 8% | -1% | -2% | -1% | 4 | ?
CCCCN(C)CC(O)Cn1cc(/C=C/C(=O)c2ccc(OCC)cc2)c2ccccc21 (stereo not given) | 0.3% | · | · | · | -2% | 4% | · | · | ? | 1 | ·
CCOC(=O)c1ccc(NC(=S)N2CCSC2c2c(F)cc(F)cc2F)cc1 (stereo not given) | -0.3% | 4 | 3 | 17 | -16% | -2% | -4% | -2% | 0% | -8 | 2%
O=C(NCc1nc2ccccc2[nH]1)C1=C[C@@H](c2csc3ccccc23)C[C@@H](OCc2ccc(CO)cc2)O1 | -0.1% | -23 | -35 | -12 | -1% | 0% | 4% | 0% | -22% | 3 | -22%
CCNc1nc(NCC)nc(Oc2ccc(N)cc2)n1 | 4.4% | -19 | 11 | -1 | 8% | 1% | 2.5µM* | 0% | ? | -1 | -4%
CS(=O)(=O)N(CC(=O)N1CCN(Cc2ccccc2)CC1)c1ccc(F)cc1 | 0.1% | 2 | -1 | -3 | 8% | -2% | 0% | 6% | -1% | 2 | 4%
O=C(Cn1cnc2ccccc2c1=O)Nc1nnc(SCc2ccc(Cl)cc2)s1 | -0.3% | 11 | 2 | 4 | -11% | 5% | 2% | 2% | 3% | 3 | 0%
CC(=O)Nc1ccc(N2C(=O)c3cccc(NC(C)=O)c3C2=O)cc1 | 3.3% | -2 | · | -12 | 2% | -3% | 6% | 2% | 0% | 4 | 6%
[O-]c1c[n+](-c2ccc(-[n+]3cc([O-])on3)cc2)no1 | -0.1% | 2 | 7 | 6 | 3% | 1% | 5% | 2% | 5% | -24 | 3%
COc1ccccc1NC(=O)CSc1nnc(C2CCCCC2)n1C | -0.6% | 28 | -6 | -19 | 1% | -1% | 0% | 0% | 0% | -13 | -1%
O=C(c1ccc(C(F)(F)F)cc1)C1CCCN(C(=O)c2csnn2)C1 (stereo not given) | 0.2% | -12 | 6 | 1 | -5% | 4% | -1% | 0% | 11% | -2 | -19%
